Screening data (PubChem)
Rtt109 Vps75: blocks Candida albicans Rtt109/Vps75 acetyltransferase activity; Q5AAJ8; inhibition, % at 34.9 µM; purified Rtt109/Vps75, ThioGlo CoA-SH fluorescence, 4 h; actives 0.16% (n = 330,000);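 active = inhibition of at least 50% in every replicate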
Target sequence (Q5AAJ8 whole entry, looked up): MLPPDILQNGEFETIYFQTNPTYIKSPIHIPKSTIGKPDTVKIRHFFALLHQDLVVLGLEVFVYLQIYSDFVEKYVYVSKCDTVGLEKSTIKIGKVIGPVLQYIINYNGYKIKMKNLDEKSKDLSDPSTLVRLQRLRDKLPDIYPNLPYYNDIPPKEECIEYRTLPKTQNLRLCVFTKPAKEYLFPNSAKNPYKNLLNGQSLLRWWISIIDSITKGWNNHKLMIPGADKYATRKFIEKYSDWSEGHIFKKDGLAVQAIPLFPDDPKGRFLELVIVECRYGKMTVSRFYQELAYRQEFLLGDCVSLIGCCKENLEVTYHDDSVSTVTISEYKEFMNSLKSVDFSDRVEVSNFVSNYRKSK
RTF Ca sens act: increases calcium sensitivity of human cardiac regulated thin filaments | AID 493008 | IANBD-labeled TnC RTF fluorescence at EC20 calcium; 0% EC20 calcium, 100% full calcium | actives 0.24% (n = 340,000) | P19429+P45379 | activation, % at 7.2 µM;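 active = activation above the mean over all tested compounds plus 3 SD, cut at about 30% in these data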;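 also: rise in fluorescence read as greater calcium sensitivity of cardiac thin filaments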
CAL PDZ FP-1: blocks peptide binding to the human CAL PDZ domain; purified CAL PDZ, TMR-peptide fluorescence polarization, 1 h; Q9HD26; inhibition, % at 24.9 µM; AID 602252; actives 0.92% (n = 300,000);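 active = mean inhibition of at least 30% with at least half of replicates also reaching 30%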;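 also: 0% = DMSO neutral control and 100% = excess unlabeled competitor peptide PRC23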
Tat export inh: blocks Tat-dependent protein export in E. coli; E. coli MC4100 TorA-mCherry Tat export, fluorescence; inhibition, % at 10 µM; actives 0.036% (n = 340,000); AID 488895;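 active = mean replicate inhibition at least 50% and at least half of replicates individually reaching 50%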;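 also: exported cargo escapes ClpAP degradation while cytoplasmic cargo is degraded and loses fluorescence; 0% = median of neutral control wells and 100% = median of NaSCN control wells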
MITF act: increases MITF-driven TRPM1 promoter luciferase signal; SK-MEL-5 TRPM1-promoter luciferase, 24 h; % of positive control, neutral wells = 0; actives 0.75% (n = 300,000); activation, % at 12.5 µM;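 active = mean activation of at least 80% with every replicate also reaching 80%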;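 also: 0% = neutral control wells and 100% = parthenolide positive control wells; values of inactives mirror those of a sister screen read the other way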
CAL PDZ FP-2: human CAL PDZ-peptide interaction inhibition; inhibition, % at 20 µM; actives 0.02% (n = 330,000); AID 504414; purified CAL PDZ, TMR-peptide fluorescence polarization, 1 h;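 active = highest replicate inhibition of at least 40%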;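 also: plate controls were DMSO neutral control wells for no effect and unlabeled competitor peptide control wells for full effect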
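Material: tagged CAL PDZ protein CerCALP, purified; buffer or medium: sodium phosphate/NaCl buffer pH 7.4 with TCEP, IgG, Thesit; also added: fluorescent TMR peptide probe; schedule: 1 h incubation at room temperature before polarization reading; technique: fluorescence polarization from S- and P-plane intensities, G-factor corrected; control set: unlabelled peptide and DMSO controls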
dFosB activator: activators of mouse delta FosB homodimer | P13346 | purified delta FosB, TAMRA-CDK5 oligo fluorescence polarization; percent of positive-control signal above neutral wells | activation, % at 25 µM | actives 0.99% (n = 340,000);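 active = mean activation above about 17%, with every replicate also reaching it, limit read from the data, passing the limit was not always enough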;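 also: fluorescence polarization rise as delta FosB binds a TAMRA Cdk5 AP-1 oligo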
CDK5 p35 inh: CDK5/p35 (human) kinase inhibition; Q00535+Q15078; actives 0.01% (n = 330,000); Recombinant CDK5/p35, ADP-Glo luminescence, 60 min; inhibition, % at 10 µM;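 active = highest replicate inhibition of at least 50% and at least 75% of replicates reaching 50%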;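 also: plate controls were DMSO neutral control for no effect and GW8510 at 10 µM for full effect; many of its hits are not listed in these tables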
Target sequence (Q00535 whole entry, looked up): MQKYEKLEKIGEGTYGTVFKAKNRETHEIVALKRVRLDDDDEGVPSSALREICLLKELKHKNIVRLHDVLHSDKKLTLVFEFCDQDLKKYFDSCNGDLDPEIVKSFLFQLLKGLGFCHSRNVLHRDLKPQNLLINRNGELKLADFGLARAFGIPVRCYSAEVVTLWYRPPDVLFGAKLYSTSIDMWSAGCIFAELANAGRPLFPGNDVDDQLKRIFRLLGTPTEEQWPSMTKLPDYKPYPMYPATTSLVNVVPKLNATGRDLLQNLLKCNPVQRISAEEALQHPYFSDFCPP
Target sequence (Q15078 whole entry, looked up): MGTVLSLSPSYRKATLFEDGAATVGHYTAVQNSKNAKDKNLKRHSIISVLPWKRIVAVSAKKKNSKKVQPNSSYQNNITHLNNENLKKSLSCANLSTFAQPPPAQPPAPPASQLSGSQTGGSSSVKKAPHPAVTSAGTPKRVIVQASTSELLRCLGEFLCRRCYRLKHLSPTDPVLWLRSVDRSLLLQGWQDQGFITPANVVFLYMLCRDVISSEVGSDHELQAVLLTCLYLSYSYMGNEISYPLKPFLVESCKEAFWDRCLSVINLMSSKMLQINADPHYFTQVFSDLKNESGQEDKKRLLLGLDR
Wnt bcat act: Wnt/beta-catenin pathway activation; Wnt/beta-catenin reporter cell assay, activator, plate reader; activation, % at 9.35 µM; actives 1.2% (n = 300,000); in the data active = activation above about 30%, passing the limit was not always enough;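 also: 0% = neutral control wells and 100% = positive control wells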
V-ATPase pH: alters yeast V-ATPase proton transport | S. cerevisiae, pHLuorin cytosolic pH fluorescence | response, % at 10 µM | actives 0.37% (n = 350,000); in the data active = response mostly above about 7.3%, no sharp cut-off; inactive = mostly below about 5.4%; also: actives read high; inactives centre near 0; some compounds called inactive have numbers as strong as hits
Numbers without * were called inactive; . = not tested or not shown. Outcome played no part in choosing rows; overall some 4.1% were active at least once.

CDK5 p35 inh | RTF Ca sens act | V-ATPase pH | CAL PDZ FP-1 | Tat export inh | Rtt109 Vps75 | Wnt bcat act | CAL PDZ FP-2 | dFosB activator | MITF act | SMILES
1.5 | 6.9 | -2.2 | -5.1 | 8.5 | 10.1 | . | -3.9 | 1.6 | 1.9 | Cc1cccc(N2CCN(C(=O)C3CCCCC3)CC2)c1C
0.9 | -3.1 | 1.8 | -1.0 | -3.2 | 10.2 | . | -1.3 | -1.3 | -1.7 | CC(C)NCC(O)COc1c(F)cc(Br)cc1F (configuration not stated)
-0.2 | -0.3 | 0.7 | . | 0.0 | -4.1 | -0.2 | -0.4 | -0.4 | 16.0 | COCCNC(=O)C(NC(=O)C1CCCCC1)C12CC3CC(CC(C3)C1)C2 (configuration not stated)
-0.4 | -0.1 | 0.7 | 1.2 | 18.3 | 1.4 | -0.6 | -0.6 | -14.1 | -11.4 | CC(C)N(Cc1nccn1C)C(=O)CC1C(=O)NCCN1Cc1ccc(F)cc1 (configuration not stated)
1.1 | -2.4 | 0.6 | -2.0 | -1.5 | 3.8 | -2.2 | -0.5 | -3.9 | -1.9 | Cn1cc(C(=O)N/N=C/C=C/c2ccccc2)ccc1=O
-2.7 | 3.3 | 0.7 | -2.2 | 5.7 | -3.1 | -0.8 | -2.1 | -0.8 | 1.4 | CCCCC(=O)N(c1ccc(OC)cc1)C1C=CS(=O)(=O)C1 (configuration not stated)
-1.3 | 0.8 | -4.3 | -0.2 | -3.9 | 5.3 | 9.5 | . | -1.2 | . | COc1ccc(CCNC(=O)c2nonc2N)cc1
1.8 | -1.3 | -1.1 | -1.9 | -2.3 | 10.6 | 9.7 | 16.6 | -8.1 | 30.9 | CN(C)c1ccc(/C=N/NC(=O)c2ccc3c(c2)OCCO3)cc1
-0.9 | 0.0 | -4.3 | -2.7 | -8.2 | -22.5 | -1.4 | -2.3 | -1.9 | -6.8 | C=CCNS(=O)(=O)c1ccc(N2C(=O)c3ccccc3C2=O)cc1
2.7 | -6.2 | -2.6 | -2.9 | -2.6 | -9.1 | 8.2 | -1.3 | -1.2 | 20.4 | O=C(CCCOC(=O)c1ccc(O)cc1O)c1ccc(F)cc1
0.2 | . | -3.6 | -1.1 | 3.2 | 6.6 | 21.4 | 0.1 | -4.8 | . | COCCCNC(=S)NNC(=S)Nc1cccc(Cl)c1
-1.2 | -4.5 | -1.1 | -4.1 | -1.0 | -3.6 | -1.9 | -0.3 | 1.4 | . | O=C(Nn1cnnc1)c1cc(Br)ccc1Cl
-3.1 | -0.6 | 0.5 | -1.4 | -0.3 | -12.2 | 0.2 | 0.0 | -0.1 | . | CC1CCc2nc(NC(=O)CN3CCOCC3)sc2C1 (configuration not stated)
0.1 | 2.0 | -2.6 | -1.8 | -1.1 | -5.9 | . | -2.9 | -7.5 | 7.6 | CNc1cc(CSC)nc(SCc2ccc(Cl)c(Cl)c2)n1
2.1 | -3.1 | -5.0 | . | 1.0 | -0.6 | -2.7 | -1.1 | -20.0 | 26.6 | CC(=O)n1cc(-c2ccncc2)c2ccccc21
-4.3 | 11.7 | -5.2 | 1.5 | 1.1 | 0.2 | -1.4 | -2.0 | 7.9 | 0.9 | Cc1ccc(SCc2ccc(C(=O)Nc3cccc([N+](=O)[O-])c3C)cc2)cc1
-0.1 | -4.4 | -0.9 | -2.2 | -1.6 | 5.4 | -9.4 | -1.1 | 0.7 | -7.6 | O=C(Nc1cccnc1)c1cc(S(=O)(=O)N2CCCCC2)c(Cl)cc1Cl
-0.5 | -0.1 | 0.1 | -3.7 | -2.4 | 0.1 | . | -0.9 | -1.7 | -13.0 | CCC(=O)N1N=C(c2c(-c3ccccc3)c3cc(Cl)ccc3[nH]c2=O)CC1c1ccco1 (configuration not stated)
1.3 | -5.0 | 1.6 | -0.6 | 2.5 | -3.5 | 5.4 | -2.0 | -3.5 | 5.2 | CSCC(=O)N1CCC(Oc2cccc(C(=O)NCc3ccccn3)c2)CC1
-1.1 | 7.8 | -2.3 | . | 5.3 | -11.4 | -3.3 | -0.3 | -14.5 | 2.5 | CCC(C)N(CCNC(=O)CC1Oc2ccccc2NC1=O)C1CCCCC1 (configuration not stated)
1.5 | 14.5 | -3.8 | . | -4.2 | 2.4 | -3.5 | -0.6 | 9.1 | 20.4 | Cc1c(C(=O)NCc2ccc3c(c2)OCO3)sc2nc(-c3ccc(F)cc3)cn12
0.8 | 3.6 | 1.2 | -6.6 | -1.3 | -3.1 | -0.7 | 16.1 | -2.4 | 3.6 | CC1CCCC(C)N1S(=O)(=O)c1ccc(Cl)cc1 (configuration not stated)
0.3 | -1.9 | -1.1 | -1.9 | -1.7 | -5.5 | 0.6 | -1.1 | -4.5 | 2.9 | N#Cc1ccc(C(=O)OCC(=O)NC(=O)NCc2ccccc2)cc1
-0.6 | 5.3 | 16.4 | 1.1 | -7.9 | 0.6 | -1.4 | . | -1.1 | 2.7 | COc1ccc(C(O)Cn2c(=N)n(CCCN(C)C)c3ccccc32)cc1 (configuration not stated)
-0.4 | -4.6 | -1.4 | 10.2 | 1.7 | 0.4 | -0.5 | -3.7 | 3.5 | -0.1 | CCOc1cccc(-c2c(C(=O)N/N=C/c3c(F)cccc3Cl)nnn2-c2nonc2N)c1

Molecules from the list above that contain an aryl methoxy group:
CDK5 p35 inh | RTF Ca sens act | V-ATPase pH | CAL PDZ FP-1 | Tat export inh | Rtt109 Vps75 | Wnt bcat act | CAL PDZ FP-2 | dFosB activator | MITF act | SMILES
-2.7 | 3.3 | 0.7 | -2.2 | 5.7 | -3.1 | -0.8 | -2.1 | -0.8 | 1.4 | CCCCC(=O)N(c1ccc(OC)cc1)C1C=CS(=O)(=O)C1 (configuration not stated)
-1.3 | 0.8 | -4.3 | -0.2 | -3.9 | 5.3 | 9.5 | . | -1.2 | . | COc1ccc(CCNC(=O)c2nonc2N)cc1
-0.6 | 5.3 | 16.4 | 1.1 | -7.9 | 0.6 | -1.4 | . | -1.1 | 2.7 | COc1ccc(C(O)Cn2c(=N)n(CCCN(C)C)c3ccccc32)cc1 (configuration not stated)

Further entries:
CDK5 p35 inh | RTF Ca sens act | V-ATPase pH | CAL PDZ FP-1 | Tat export inh | Rtt109 Vps75 | Wnt bcat act | CAL PDZ FP-2 | dFosB activator | MITF act | SMILES
0.4 | -1.4 | -1.2 | -2.9 | 3.0 | 17.3 | 0.4 | -1.8 | -3.2 | . | C=CCn1c(SC(CCO)C(=O)NCc2ccco2)nc2sc3c(c2c1=O)CCC3 (configuration not stated)
-0.1 | 2.1 | 0.7 | 0.3 | 2.4 | 15.0 | . | -2.5 | -1.8 | -7.4 | COc1ccccc1OCCCCNCCO
-5.9 | -2.4 | -0.3 | -2.0 | -4.4 | -6.9 | -1.5 | -0.9 | -5.2 | -0.7 | O=C(CCC1CCCN(C(=O)c2ccccc2Cl)C1)N1CCN(c2ccccn2)CC1 (configuration not stated)
1.6 | -5.7 | -3.4 | . | -4.3 | 7.4 | -0.6 | -1.3 | 2.0 | 0.8 | O=[N+]([O-])c1ccc(S(=O)(=O)NN=C2CCCCC2)cc1
1.1 | -4.2 | -5.8 | -5.0 | 1.0 | 6.6 | -5.9 | -1.6 | 50.6* | -8.6 | Cc1ccc(-n2nc3c(=O)n(CC(=O)NCCc4ccc(Cl)cc4)nc(C)c3c2C)cc1
-1.3 | 1.1 | -1.5 | . | -2.8 | -15.4 | . | -0.3 | 4.2 | . | O=C(O)c1ccc(C(=O)c2ccc3c(c2)C(=O)N(Cc2ccco2)C3=O)cc1
-1.6 | 5.6 | 1.6 | -2.4 | -0.6 | 4.8 | -2.3 | -0.6 | -6.1 | -10.0 | COCCNC(=S)NN=C1CCC(c2ccccc2)CC1 (configuration not stated)
-1.5 | -4.2 | -3.0 | -5.6 | 7.4 | 3.6 | -1.2 | 0.1 | -1.7 | . | CCCc1c(C(=O)Nc2ccc(F)cc2F)cnn1-c1ccccc1
2.2 | -1.8 | 8.5 | -1.8 | -7.5 | 3.8 | -1.5 | 0.9 | -4.9 | . | Cc1ccc2c(c1)c1c3n2CCN(CC(N)=O)C3CCC1 (configuration not stated)
0.4 | -4.3 | -1.0 | -2.0 | -2.7 | 7.7 | -0.3 | -1.0 | -14.0 | -13.6 | Cc1c(C(=O)Nc2ccc(S(=O)(=O)Nc3ncccn3)cc2)oc2ccccc12
-2.9 | 4.4 | -3.7 | -4.8 | 0.3 | 10.0 | -2.8 | -4.2 | -21.2 | -0.2 | Cc1ccc(NC(=O)CN2C(=O)NC(C)(c3ccc(Cl)cc3)C2=O)c(Br)c1 (configuration not stated)
2.6 | -0.7 | -4.7 | 8.6 | 20.3 | . | 4.3 | -0.3 | 9.9 | 3.6 | CN(CC(=O)Nc1c(Cl)cccc1Cl)C(=O)CC1Sc2ccccc2NC1=O (configuration not stated)
. | 2.4 | -1.6 | -2.2 | 1.2 | 17.8 | -1.4 | -3.1 | -4.5 | -7.3 | CCC1CCCCN1CCCNC(=O)CS(=O)Cc1nc(-c2ccc(OC)c(OC)c2)oc1C (configuration not stated)
-1.7 | 0.9 | -2.2 | -0.5 | 3.4 | 7.6 | -1.2 | -1.6 | 1.7 | -12.8 | Cc1ccc(N(C(=O)c2csnn2)C(C(=O)NC(C)(C)C)c2ccccn2)cc1 (configuration not stated)
-0.3 | -4.7 | -0.9 | 0.1 | -6.3 | -1.2 | . | 0.9 | -6.2 | -1.7 | CCN(CC)S(=O)(=O)c1ccc(C(=O)NCCc2cc3c(OC)ccc(OC)c3[nH]c2=O)cc1
0.0 | 0.8 | 0.0 | -3.5 | -8.2 | 5.9 | -2.0 | -0.4 | -5.4 | . | CCC1(c2ccccc2)NC(=O)N(CC(=O)Nc2cc(Cl)ccc2N2CCN(C)CC2)C1=O (configuration not stated)
-3.9 | -1.7 | 2.8 | 10.4 | 0.5 | 29.4 | 0.1 | -2.8 | -9.0 | 13.5 | CC(/C=N/NC(=O)c1nnn(-c2nonc2N)c1C(C)C)=C\c1ccco1
0.7 | -1.4 | 1.6 | -5.6 | -2.7 | 4.2 | 4.1 | -1.5 | -11.1 | 11.7 | CCOC(=O)N1CCN(Cc2nc(N)nc(Nc3ccc(Cl)cc3)n2)CC1
0.0 | 2.9 | -6.7 | -18.5 | 0.4 | 6.5 | . | -0.3 | 6.7 | 62.8 | CCSc1nnc(NC(=O)c2ccc3c(c2)OCO3)s1
-1.0 | 0.7 | 0.3 | -1.9 | 4.2 | 16.3 | . | -1.4 | -1.7 | . | Cc1cccc(Nc2nc(NCc3ccco3)nc(N3CCOCC3)n2)c1
-1.9 | 1.4 | 1.1 | . | -5.1 | -2.0 | -1.0 | 0.9 | -5.4 | 5.9 | Cc1ccc(C)c(NC(=O)COC(=O)c2ccc(S(=O)(=O)N3CCCCC3)cc2)c1
-1.7 | 0.7 | -3.4 | -3.8 | 3.4 | 3.8 | . | -0.4 | 9.1 | . | Cn1c(SCC(=O)C(C)(C)C)nnc1-c1ccccn1
-1.1 | -3.0 | 0.8 | -3.8 | -0.7 | 0.0 | -2.6 | -3.4 | -3.4 | -0.3 | O=C(CNC(=O)c1ccc(Cl)cc1Cl)OCC(=O)N1CCCC1
